MBNL1 CUG block: qHTS Assay for Inhibitors of MBNL1-poly(CUG) RNA binding. Muscleblind-like protein 1 (Homo sapiens), Q9NR56. TR-FRET MBNL1-His/biotin-(CUG)12 binding, 665/545 ratio. Potency, µM (titrated, usually from 57.5 µM), for inactives: at the highest dose activity change, negative = inhibition, most hits filed as inhibitors. 280,000 tested, 0.036% active; active = well fitted inhibition curve with a large enough effect in the signal ratio, with a control signal flat, not every such curve was filed as active; inconclusive = small, poorly fitted or top-dose-only effect, or effect the other way, or a change in a side signal; inactive = no such curve, though single readings can be large or run the other way; the % refers to the signal ratio; also: potency is read from the fitted curve at half-maximal effect; % is scaled to controls: 0 for no effect and ±100 for the full control effect
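Compound titration spanned 92 nM–58 uM against the MBNL1-His/biotin-(CUG)12 complex. After 60 min at room temperature with 5 nM streptavidin-XL665 and 0.055 ng/ul terbium anti-His, ratiometric 665/545 nm emission (Ex 340 nm) normalized to controls.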
USP2a inh: qHTS Assay for Inhibitors of Ubiquitin-specific Protease USP2a Using CHOP2 as the Reporter. Ubiquitin carboxyl-terminal hydrolase 2 (Homo sapiens), O75604. USP2 core, Ub-CHOP2 coupled fluorogenic reporter, 485/531. Potency, µM (titrated, usually from 38.3 µM), without a hit: top-dose activity change, negative = inhibition, hits mostly inhibitors. 330,000 tested, 0.01% active;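 also: potency is read from the fitted curve at half-maximal effect; plate controls were DMSO wells for no effect and full inhibition by NEM control for full effect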
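Deubiquitinase activity read as fluorescence (485/531 nm) after Ub-CHOP2 cleavage activates the enterokinase reporter on its substrate; USP2 core 10nM, Ub-CHOP2 and substrate 25nM each, 30min compound preincubation then 60min RT; data normalized to NEM, curves fitted.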
Eya2 inh: qHTS Assay for Inhibitors of the Phosphatase Activity of Eya2; recombinant Eya2, OMFP fluorescence dephosphorylation (OMFP is methylfluorescein phosphate); Potency, µM (series often up to 76.9 µM), for inactives: top-dose activity, negative = inhibition, most hits filed as inhibitors; 330,000 tested, 0.006% active; AID 488837, 2010; also: potency is read from the fitted curve at half-maximal effect; % is scaled to controls: 0 for no effect and ±100 for the full control effect
Target sequence (O00167 whole entry, looked up): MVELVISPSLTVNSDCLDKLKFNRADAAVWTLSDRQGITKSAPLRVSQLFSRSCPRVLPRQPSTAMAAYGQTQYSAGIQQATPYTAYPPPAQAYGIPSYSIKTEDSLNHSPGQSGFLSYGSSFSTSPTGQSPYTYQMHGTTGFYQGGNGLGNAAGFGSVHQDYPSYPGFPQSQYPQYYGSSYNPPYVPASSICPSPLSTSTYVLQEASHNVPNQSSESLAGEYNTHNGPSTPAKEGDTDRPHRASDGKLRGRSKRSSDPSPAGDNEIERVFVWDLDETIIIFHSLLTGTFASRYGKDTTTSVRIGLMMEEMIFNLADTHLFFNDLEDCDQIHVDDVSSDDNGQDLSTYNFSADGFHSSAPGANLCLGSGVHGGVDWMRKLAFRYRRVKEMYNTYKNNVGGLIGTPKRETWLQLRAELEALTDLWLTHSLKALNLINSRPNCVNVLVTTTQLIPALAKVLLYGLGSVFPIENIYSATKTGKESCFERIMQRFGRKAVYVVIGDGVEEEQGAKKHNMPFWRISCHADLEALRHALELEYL
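Eya2 protein (added as 0.2 uM solution) was preincubated with compound for 10 min at ambient temperature in 50 mM HEPES pH 7.5, 50 mM NaCl, 5 uM MgCl2, 0.05% BSA, 1 mM DTT. OMFP (added at 50 uM) then reacted 10 min; fluorescence read at 485/525 nm.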
Menin-MLL TR inh: qHTS Assay for Inhibitors Targeting the Menin-MLL Interaction in MLL Related Leukemias: Competition With Texas Red Labeled MLL-derived Mutant Peptide | O00255 | Menin + Texas Red MLL mutant peptide, fluorescence polarization | 270,000 tested, 0.23% active | Potency, µM (doses to about 61.6 µM), inactives show top-dose FP activity change, negative = inhibition, actives largely listed as inhibitors; active = well fitted inhibition curve with a large enough effect in the polarisation, with a control signal flat, not every such curve was filed as active; inconclusive = small, poorly fitted or top-dose-only effect, or effect the other way, or a change in a side signal; inactive = no such curve, though single readings can be large or run the other way; the % refers to the polarisation; also: potency is read from the fitted curve at half-maximal effect; % of control where 0% means no effect; many of its hits are not listed in these tables
TSHR antag: Antagonists of the Thyroid Stimulating Hormone Receptor: HTS campaign; TSHR-expressing cells, TSH-stimulated cAMP HTRF, 2 h; stronger effect = lower value; activity change, negative = inhibition, % at 11.5 µM; 330,000 tested, 0.2% active;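 active = activity change below a set negative limit, meaning inhibition stronger than a set level, cut at about -70% in these data; inconclusive = activity change between two set negative limits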; also: % is scaled to controls: 0 for no effect and ±100 for the full control effect
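Inhibition of cAMP made by TSHR-expressing cells under TSH stimulation (4nM final, EC80; 2 h, 37 deg C) is quantified with a one-step lysis HTRF kit, anti-cAMP cryptate versus cAMP-d2.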
BCR signal inh: qHTS Assay to Find Inhibitors of Chronic Active B-Cell Receptor Signaling; AID 493014, 2011; Potency, µM (doses to about 46.1 µM), for the others: top-dose ratio change, negative = lower green/red ratio, most hits filed as inhibitors; 340,000 tested, 0.05% active; ABC-DLBCL IkBa-CBG/CBR reporter, luminescence ratio, 4 h; active = well fitted inhibition curve with a large enough effect in the signal ratio, with a control signal flat, not every such curve was filed as active; inconclusive = small, poorly fitted or top-dose-only effect, or effect the other way, or a change in a side signal; the % refers to the signal ratio;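 also: potency is read from the fitted curve at half-maximal effect; plate controls were basal doxycycline-induced cells for no effect and cells given 10 µM MG132 for full effect; MG132 reads +100%, hits lower the ratio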
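TMD8 human ABC-DLBCL cells with doxycycline-inducible IκBα–green luciferase fusion and unfused red luciferase, in 0.5% FBS medium; compounds up to 46 uM, 4 h at 37C. Green/red luminescence ratio, filter-overlap corrected, fitted to concentration-response curves.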
PKM2 activator: qHTS Assay for Activators of Human Muscle isoform 2 Pyruvate Kinase; Pyruvate kinase PKM (Homo sapiens), P14618; purified PKM2, Kinase-Glo ATP luminescence, activation; response scale: 0% is enzyme alone, no compound; Potency, µM (doses to about 57.5 µM), for inactives: at the top dose activation, usual class: activators; 260,000 tested, 0.34% active; also: potency is read from the fitted curve at half-maximal effect; % is scaled to controls: 0 for no effect and ±100 for the full control effect; nearly all actives have a fitted effect of over 55% in size
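Kinase-Glo luminescence reports ATP generated from ADP (0.1 mM) and PEP (0.5 mM) by purified hPK-M2 after 1 h at room temperature, pH 7.2 imidazole buffer; intermediate enzyme activity allows detecting inhibitors and activators.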
S-ASM inh: Inhibitors of Secretory Acid Sphingomyelinase (S-ASM): qHTS. Sphingomyelin phosphodiesterase (Homo sapiens), P17405. placental ASM, HMU-PC fluorogenic substrate, 60 min. Potency, µM (highest dose often 57.5 µM), for the others: at the highest dose activity change, negative = inhibition, most hits filed as inhibitors. 340,000 tested, 0.006% active; also: potency is read from the fitted curve at half-maximal effect
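Human placenta-derived ASM enzyme was preincubated with compound for 10 minutes at room temperature, then given fluorogenic substrate HMU-PC0 (9 uM final) for 60 minutes at 37 °C; a pH 10 stop preceded fluorescence reading at Ex 386/Em 447 nm.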
GALK inh: qHTS Assay for Inhibitors of Human Galactokinase (GALK) | 270,000 tested, 0.007% active | Purified GALK, Kinase-Glo residual ATP luminescence | Potency, µM (highest dose often 57.5 µM), for the others: top-dose activity change, negative = inhibition, actives largely listed as inhibitors | P51570; also: potency is read from the fitted curve at half-maximal effect; % is scaled to controls: 0 for no effect and ±100 for the full control effect
Target sequence (P51570 whole entry, looked up): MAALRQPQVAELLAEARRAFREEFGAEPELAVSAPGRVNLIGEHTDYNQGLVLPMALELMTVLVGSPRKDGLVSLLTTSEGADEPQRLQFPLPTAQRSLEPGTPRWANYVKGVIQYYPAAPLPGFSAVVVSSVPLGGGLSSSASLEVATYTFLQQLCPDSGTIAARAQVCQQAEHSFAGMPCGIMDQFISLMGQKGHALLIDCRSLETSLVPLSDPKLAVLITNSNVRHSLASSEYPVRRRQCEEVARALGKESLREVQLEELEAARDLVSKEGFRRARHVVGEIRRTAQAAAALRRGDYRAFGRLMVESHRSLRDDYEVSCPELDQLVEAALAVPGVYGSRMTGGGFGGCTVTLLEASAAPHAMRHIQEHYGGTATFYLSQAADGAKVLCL
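Human GALK (5 nM) with 35 uM ATP and 100 uM galactose in 20 mM HEPES pH 8.0, 5 mM MgCl2, 60 mM NaCl, 1 mM DTT, 0.01% BSA. After 1 h at room temperature, leftover ATP was read by Kinase-Glo Plus luminescence.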
KCNH2 WT inh: qHTS for Inhibitors of KCHN2 3.1: Wildtype qHTS. Voltage-gated inwardly rectifying potassium channel KCNH2 (Homo sapiens), Q12809. U2OS, BacMam KCNH2, thallium flux FluxOr; stronger effect = lower value. activity change, % at 1.84 µM. 340,000 tested, 0.37% active. AID 720551, 2013;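 active = maximum activity change below -70%; inconclusive = maximum activity change between -70% and -50%; inactive = maximum activity change above -50%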; also: % is scaled to controls: 0 for no effect and ±100 for the full control effect
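U2OS cells were transduced with wild-type KCNH2 virus (2.03 x 10^8 / mL) for 4 h at room temperature, then cultured overnight at 37 C. Thallium flux was read with FluxOr dye. Rate constants were normalized to DMSO controls.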
Mito fusion act: qHTS Assay for Small Molecule Inhibitors of Mitochondrial Division or Activators of Mitochondrial Fusion. S. cerevisiae fusion-defective mutant growth rescue, CellTiterGlo 48 h. Potency, µM (top dose mostly 46.1 µM), for inactives: at the highest dose growth rescue (activation), usual class: activators. 320,000 tested, 0.23% active;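 also: potency is read from the fitted curve at half-maximal effect; % of control where 0% means no effect; nearly all actives have a fitted effect of over 45% in size; temperature-sensitive fusion mutants such as fzo1-1 at 37 °C on non-fermentable ethanol glycerol medium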
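Compounds are tested for their ability to restore growth of mitochondrial fusion-defective yeast strains at non-permissive 37C in YPEG medium over 48 hours. Viability is quantified by luciferase luminescence.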
Numbers without * were called inactive; ? = inconclusive; / = not tested or not shown. Unless noted, calls follow the shape of the dose curve; as a rule, active = well fitted curve in the direction sought with a large enough effect; inconclusive = small, poorly fitted or top-dose-only effect, or another doubt; inactive = no such curve, though single readings can be large; an effect the other way counts as inactive or inconclusive.

SMILES,PKM2 activator,GALK inh,S-ASM inh,BCR signal inh,MBNL1 CUG block,TSHR antag,Eya2 inh,Mito fusion act,USP2a inh,Menin-MLL TR inh,KCNH2 WT inh
O=C(CSc1ccsc1[N+](=O)[O-])NCCc1ccc(Cl)cc1,-2%,4%,0%,-5%,5%,-5,-5%,-1%,0%,?,-16
CN(C)S(=O)(=O)Nc1ccccc1F,-11%,4%,0%,-1%,3%,-6,-6%,-2%,-1%,-2%,-6
O=C(Nc1ccccc1)c1cccc(-c2nnc(-c3ccccc3)o2)c1,-18%,-1%,2%,?,-8%,11,-18%,8%,2%,0%,-7
COc1ccc(CCNC(=O)c2ccc3c(=O)n(Cc4ccco4)c(=S)[nH]c3c2)cc1OC,20%,-2%,-1%,12%,-9%,10,-5%,-1%,1%,?,4
COc1ccc(N2CCN(c3oc(COc4ccc(Cl)cc4)nc3C#N)CC2)cc1,12%,1%,-1%,14%,2%,-12,-4%,3%,-5%,5%,16
Cc1ccc(C(=O)NC(O)C(Cl)Cl)cc1 (stereo not drawn),1%,/,0%,3%,-23%,7,-3%,-1%,1%,-3%,2
OCC[C@@H]1C[C@@H](O)[C@H](O)[C@@]2(CCCc3ccccc3O2)O1,-3%,/,4%,0%,-3%,-9,1%,3%,1%,0%,-27
C=CCN(C(=O)Cn1ncc2c1-c1cc(C)ccc1OC2)c1ccccc1,7%,-1%,0%,-8%,?,-1,-26%,12%,-8%,?,-1
CC(=O)c1cccc(NC(=S)N2CCN(c3ccccn3)CC2)c1,-1%,4%,-1%,5%,-1%,-2,3%,-1%,-4%,16%,7
CCC1(CC)NC(=S)N(Nc2ccccc2)C1=O,-10%,4%,2%,-5%,7%,5,-4%,-3%,0%,7%,-18
O=C1c2ccccc2C(=O)C1c1ccncc1,-25%,1%,-2%,?,?,-14,3%,-8%,1%,8%,3
Cc1cc(Cl)ccc1NC(=S)NCc1ccccc1,1%,-1%,4%,-4%,0%,-8,3%,8%,1%,6%,-3
CC(C)(C)NC(=O)NC(=O)COC(=O)CNS(=O)(=O)c1ccc(Br)cc1Cl,1%,-2%,-1%,1%,1%,-14,-5%,2%,3%,11%,2
CCCn1c(=O)[nH]c(=O)c2c1nc(-c1ccc3c(c1)OCCO3)n2CCN1CCOCC1,-1%,2%,6%,-4%,8%,4,5%,-4%,-1%,-17%,-11
O=C(NC1CCSC1=O)c1cccc(Cl)c1 (stereo not drawn),-1%,-2%,2%,6%,-2%,2,1%,-4%,4%,-18%,3
Fc1ccccc1COc1ccccc1/C=N/Nc1nc(N2CCCC2)nc(N2CCCC2)n1,-17%,2%,-10%,-2%,-9%,6,-2%,0%,-2%,-6%,-40
CC(=O)c1ccc(OCC(=O)Nc2ccccc2N2CCCC2)cc1,-2%,6%,-2%,-1%,0%,-4,-3%,1%,0%,/,-6
COc1ccc(NC(=O)CCNC(=O)c2ccco2)cc1OC,/,-2%,-14%,0%,0%,0,-1%,-4%,1%,23%,-2
COc1ccc([N+](=O)[O-])cc1NCC(=O)c1ccc(C)cc1,/,4%,-1%,1%,13%,-4,-7%,-6%,0%,?,-17
COc1ccc(N(C(=O)c2ccccc2OC)C2C=CS(=O)(=O)C2)c(OC)c1 (stereo not drawn),-8%,-5%,5%,?,-3%,-1,-22%,-3%,1%,10%,11
Cc1cc(C(=O)N2CCc3ccccc32)c2ccccc2n1,3%,1%,-1%,?,0%,-17,10%,0%,-2%,-3%,-1
CCn1nnnc1SCC(=O)c1cccc(OC)c1,-1%,0%,-6%,-5%,1%,1,-22%,1%,0%,-9%,2
CCCCCCC1C(C#N)=C(N)OC2=C1C(=O)CC(C)(C)C2 (stereo not drawn),-1%,-4%,-1%,2%,-2%,-6,-6%,16%,1%,3%,33
Cc1ccc(/C=N/NC(=O)c2ccc3c(c2)OCCO3)s1,-9%,-1%,2%,?,/,0,8%,-3%,5%,/,-4
CC12CN3CCN(CC(C3)/C1=N\N=C1/C3CN4CCN(C3)CC1(C)C4)C2,1%,3%,5%,-2%,-20%,5,-1%,-7%,0%,1%,-4
COc1ccc(-c2ccc3c(=O)cc(-c4ccsc4)oc3c2)cn1,/,/,7%,2%,/,-16,11%,/,4%,/,-47
CCOC(=O)Cc1csc(NC(=O)CSc2nnnn2-c2ccc(C)c(C)c2)n1,17%,-3%,-3%,-5%,-8%,16,-1%,-2%,-1%,9%,-3
CCCC(=O)OCCNc1cc(SCc2ccco2)c2nonc2c1[N+](=O)[O-],?,1%,-24%,?,?,-21,-3%,16%,4%,?,7
O=C(NCc1ccco1)C1CCCN(S(=O)(=O)c2cnc[nH]2)C1 (stereo not drawn),-1%,3%,-1%,?,3%,10,5%,3%,-1%,12%,0
N#CNC(=Nc1cccc(F)c1)SCc1ccccc1F,2%,1%,-6%,?,/,5,2%,13%,0%,-20%,/
Cc1ccccc1Nc1nc(N)nc(COC(=O)CCS(=O)(=O)c2ccccc2)n1,-1%,3%,1%,?,7%,13,11%,2%,3%,0%,-5
CCOc1ccc2sc(NS(=O)(=O)c3ccc(N)cc3)nc2c1,-1%,/,-3%,12%,-3%,-7,?,1%,-1%,/,-1

Whole records, quoted from the list. Screens in order: PKM2 activator	GALK inh	S-ASM inh	BCR signal inh	MBNL1 CUG block	TSHR antag	Eya2 inh	Mito fusion act	USP2a inh	Menin-MLL TR inh	KCNH2 WT inh
Results for Cc1ccccc1Nc1nc(N)nc(COC(=O)CCS(=O)(=O)c2ccccc2)n1 → -1%	3%	1%	?	7%	13	11%	2%	3%	0%	-5
Results for CCCC(=O)OCCNc1cc(SCc2ccco2)c2nonc2c1[N+](=O)[O-] → ?	1%	-24%	?	?	-21	-3%	16%	4%	?	7
Results for O=C(NCc1ccco1)C1CCCN(S(=O)(=O)c2cnc[nH]2)C1 (stereo not drawn) → -1%	3%	-1%	?	3%	10	5%	3%	-1%	12%	0

Bioassay records deposited in PubChem by National Center for Advancing Translational Sciences (NCATS).

An excerpt; the hit share may differ from the screen's.
